Bioassay records from PubChem.
Mtb UGM inh: inhibitors of M. tuberculosis UDP-galactopyranose mutase; P9WIQ1; purified UGM, fluorescence polarization probe displacement; inhibition, % at 10 µM; hit rate 0.06% among 320,000; in the data active means inhibition above about 10%, passing the limit was not always enough; inconclusive means no clear call, values can overlap the other calls
Target sequence (P9WIQ1 whole entry, looked up): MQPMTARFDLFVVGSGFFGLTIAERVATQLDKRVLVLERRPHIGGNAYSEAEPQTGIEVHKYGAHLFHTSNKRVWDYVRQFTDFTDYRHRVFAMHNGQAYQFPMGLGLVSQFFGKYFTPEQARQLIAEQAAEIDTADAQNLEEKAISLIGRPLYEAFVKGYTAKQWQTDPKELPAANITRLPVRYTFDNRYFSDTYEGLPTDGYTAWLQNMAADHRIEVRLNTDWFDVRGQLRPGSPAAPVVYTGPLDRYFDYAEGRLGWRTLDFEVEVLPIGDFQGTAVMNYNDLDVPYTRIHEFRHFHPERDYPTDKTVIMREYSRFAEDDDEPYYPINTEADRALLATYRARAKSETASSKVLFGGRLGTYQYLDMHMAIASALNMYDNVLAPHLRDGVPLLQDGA
PfHsp40 rescue: compounds rescuing yeast from Plasmodium falciparum HSP40 toxicity. S. cerevisiae expressing PfHsp40, growth rescue, ATP luminescence. growth rescue, % at 12.5 µM. hit rate 0.68% among 340,000. AID 504582; in the data active means growth rescue above about 28%, passing the limit was not always enough; inconclusive means no clear call, values can overlap the other calls;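 further: yeast W303a lacking pdr1 and pdr3 grown in galactose medium; growth measured after three days at 30 °C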
FadD28 binding: inhibitors of Mycobacterium tuberculosis FadD28 bisubstrate binding. FadD28 bisubstrate probe binding, fluorescence polarization. hit rate 0.22% among 360,000. inhibition, % at 12.5 µM; in the data active means inhibition above about 8.5%, passing the limit was not always enough; inconclusive means no clear call, values can overlap the other calls
TcdB GH inh: TcdB glycohydrolase inhibition | P18177 | TcdB glycohydrolase enzymatic assay, plate reader | inhibition, % at 9.99 µM | hit rate 0.24% among 350,000; in the data active means inhibition above about 10%
BH1578 lux ind: inducers of Vibrio cholerae quorum light production without autoinducers | V. cholerae BH1578 lux reporter, luminescence, 6 h | activation, % at 18.7 µM | hit rate 0.16% among 350,000 | AID 588436; in the data active means activation mostly above about 9.7%, no sharp cut-off; inconclusive means no clear call, values can overlap the other calls; inactive means mostly below about 3.7%; further: not every result past the cut was called active; inactives centre near 0; reference of the scale not given here
Yp Topo-I inh: blocks Yersinia pestis topoisomerase I activity; Y. pestis Topo-I cleavage product accumulation, plate reader; activity, % at 10 µM; hit rate 0.064% among 360,000; AID 504884; in the data active means activity above about 50%, passing the limit was not always enough; inconclusive means no clear call, values can overlap the other calls; further: inactives centre near 2
Mtb FBA inh: inhibitors of M. tuberculosis fructose-bisphosphate aldolase. inhibition, % at 1 µM. purified M. tuberculosis FBA, fluorescence read-out. P9WQA3. hit rate 2.3% among 360,000; in the data active means inhibition above about 27%;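 further: 0% = vehicle and 100% = reference inhibitor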
Target sequence (P9WQA3 whole entry, looked up): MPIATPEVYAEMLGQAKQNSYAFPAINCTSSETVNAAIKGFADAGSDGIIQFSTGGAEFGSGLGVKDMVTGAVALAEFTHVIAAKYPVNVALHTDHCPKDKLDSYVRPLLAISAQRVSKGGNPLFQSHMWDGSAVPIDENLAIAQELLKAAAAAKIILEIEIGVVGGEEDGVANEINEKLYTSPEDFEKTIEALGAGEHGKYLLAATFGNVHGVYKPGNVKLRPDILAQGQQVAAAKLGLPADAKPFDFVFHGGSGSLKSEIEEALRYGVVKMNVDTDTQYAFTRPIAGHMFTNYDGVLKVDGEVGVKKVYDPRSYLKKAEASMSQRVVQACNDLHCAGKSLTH
BioA inh: BioA (M. tuberculosis) enzyme inhibition; purified M. tuberculosis BioA enzyme, plate reader; inhibition, % at 9.99 µM; hit rate 0.096% among 360,000; AID 602481; in the data active means inhibition above about 40%; inconclusive means no clear call, values can overlap the other calls
GDH-TPI counter: counter-screen for M. tuberculosis FBA inhibitors: GDH-TPI coupled enzymes; GDH-TPI coupled enzyme counterscreen, NADH absorbance; inhibition, % at 4.8 µM; hit rate 1.2% among 360,000; in the data active means inhibition above about 30%;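 further: 0% = DMSO wells and 100% = wells lacking the enzyme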
An asterisk follows results filed as active; i = inactive; u = inconclusive; x = no result given; + = active, no number. Rows are unselected; about 4.6% have a hit in one of these screens.

SMILES | Mtb UGM inh | PfHsp40 rescue | FadD28 binding | TcdB GH inh | BH1578 lux ind | Yp Topo-I inh | Mtb FBA inh | BioA inh | GDH-TPI counter
CC1CN(C(=O)c2cc3cc(Cl)cc(Cl)c3oc2=O)CC(C)O1 (stereo not drawn) | -2.0 | 2.7 | 1.0 | x | i | -9 | 0 | -2.7 | 10
Cc1nc(C(=O)NCC(=O)c2ccc(Cl)cc2)c(C(F)(F)F)o1 | -0.1 | -0.5 | -0.2 | 1.3 | 1.7 | -6 | 3 | -1.7 | 10
O=C(CSc1ccsc1[N+](=O)[O-])NC1CCCC1 | -2.5 | 1.1 | -2.9 | 0.7 | -0.3 | -6 | 2 | x | 16
Cc1cc(/C=C2/NC(=O)N(c3ccccc3)C2=O)c(C)n1-c1cccnc1 | 1.9 | 1.0 | -2.6 | 0.7 | -0.3 | 3 | -5 | 0.2 | 29
CC(NCc1ccc(Cl)cc1Cl)C(O)c1ccccc1 (stereo not drawn) | 0.6 | -2.1 | -1.6 | 1.9 | 0.9 | 3 | 2 | 0.5 | 2
O=C(NCCc1cccs1)c1ccc(CS(=O)Cc2cccc(Cl)c2)o1 (stereo not drawn) | x | x | -2.2 | 2.0 | -2.9 | 20 | 0 | x | 0
COc1ccc(-c2cc(=O)c3cc(F)ccc3[nH]2)cc1 | -0.2 | -0.3 | -1.5 | 0.4 | -11 | -5 | 31* | -0.3 | -2
Cn1c(N/N=C2\CCCc3ccccc32)nc2c1c(=O)n(Cc1ccc(F)cc1)c(=O)n2C | x | 0.3 | -2.0 | x | -0.3 | 0 | 5 | x | 4
Cc1csc(=O)n1CCC(=O)OCC(=O)N(C)c1c(N)n(Cc2ccccc2)c(=O)[nH]c1=O | x | x | -3.6 | 0.0 | -0.4 | 1 | -1 | 0.4 | -6
CCOC(=O)CC1C(=O)NCCN1C(=O)c1cc2c(=O)n3cccc(C)c3nc2s1 (stereo not drawn) | 0.3 | -2.1 | -0.4 | 3.2 | -0.1 | 8 | 162* | 3.4 | 12
CC(C)NS(=O)(=O)c1ccc(OCC(=O)NCc2ccco2)cc1 | 0.7 | -1.0 | -0.9 | 1.8 | -0.4 | -1 | 4 | -0.9 | 3
O=C(CSc1ncccn1)NC(=O)c1ccccc1 | 0.8 | -0.2 | -4.6 | 0.5 | -2.3 | 7 | 3 | 12 | -6
O=C(O)CSCCc1ccccn1 | 0.3 | 0.2 | -1.4 | x | -0.1 | -4 | -2 | -1.3 | -6
Cc1ccc(S(=O)(=O)N2CCCC2C(=O)Nc2nccs2)cc1 (stereo not drawn) | -1.1 | -0.5 | -1.3 | x | 0.5 | 1 | 3 | -1.8 | 10
O=C(/C=C/c1ccccc1)Nc1cccnc1Cl | -0.3 | 0.1 | 0.4 | 16* | i | -1 | 0 | 5.4 | 4
O=C(c1ccco1)N(CCC(c1ccccc1)c1ccco1)Cc1ccco1 (stereo not drawn) | -3.1 | 2.1 | -2.4 | x | 6.2 | 48 | -1 | 1.5 | 4
N#Cc1cccc(NC(=O)COC(=O)Cn2nc(-c3ccccc3)oc2=O)c1 | -1.3 | -1.9 | -1.7 | 0.3 | i | 5 | 4 | 0.4 | 5
Cc1cccc2c(=O)c(C(=O)N3CCCCCC3)c[nH]c12 | -1.0 | 0.3 | 0.3 | x | -0.3 | 2 | 0 | -0.2 | 12
COc1cccc(C2=CC(c3ccccc3)n3nnnc3N2)c1 (stereo not drawn) | 3.1 | -0.5 | -5.8 | -0.1 | -0.9 | 13 | -1 | -0.3 | -3
O=C(CS(=O)CC(=O)N(CC(=O)NC1CCCC1)c1ccccc1F)Nc1ccc(F)cc1 (stereo not drawn) | -2.5 | 0.8 | -3.0 | -12 | -0.2 | 1 | -1 | -1.0 | -5
O=C(Nc1ccccc1)c1ccc(N2CCN(c3ccccc3)CC2)c(S(=O)(=O)N2CCOCC2)c1 | -1.2 | 0.3 | -1.3 | x | -5.9 | 15 | 0 | -1.7 | 12
CC(=O)OC(C(=O)NC1CCCCC1)c1cccc(F)c1 (stereo not drawn) | -1.5 | -0.7 | -0.2 | 1.7 | -1.2 | 1 | -3 | -2.0 | -5
CCOC(=O)[C@@H]1[C@H]2COc3cc(OC)ccc3[C@@H]2N2C(=O)N(c3ccc(F)cc3)C(=O)[C@]12C | -0.5 | 0.0 | -1.7 | 1.1 | 0.3 | -1 | 5 | -0.8 | 12
Cc1ccnc(SCc2cn3c(C)cc(C)nc3n2)n1 | -3.7 | 0.6 | -4.3 | 1.4 | 1.6 | 3 | 100* | x | -5
O=C(Nc1ccc(Cl)c(Cl)c1)Nc1cc(S(=O)(=O)N2CCOCC2)ccc1N1CCCC1 | -2.3 | 0.5 | -1.1 | x | i | 27 | -1 | x | -1

Next section
SMILES | Mtb UGM inh | PfHsp40 rescue | FadD28 binding | TcdB GH inh | BH1578 lux ind | Yp Topo-I inh | Mtb FBA inh | BioA inh | GDH-TPI counter
C/C(=C\C(=O)c1ccc(Cl)cc1)Nc1ccc(Br)cc1 | -1.0 | -0.7 | -0.9 | x | -0.8 | -4 | -2 | -1.5 | 13
COc1ccc(-c2ccc(C#N)c(SCC(=O)NCc3ccco3)n2)cc1OC | 2.0 | 0.0 | -1.6 | 0.4 | -1.0 | 3 | + | -0.4 | 46*
O=C(c1cnn2c(C(F)F)cc(-c3ccccc3)nc12)N1CCCCC1c1cccnc1 (stereo not drawn) | 2.5 | -0.8 | -4.0 | 1.2 | i | 17 | -2 | 0.6 | -5
CCOC1=C2[C@@H](CN(S(=O)(=O)c3ccc(C)cc3)[C@H]2c2cccc3ccccc23)[C@H]2C(=O)N(C3CCCCC3)C(=O)[C@H]2C1 | x | x | -0.5 | -2.7 | x | x | 2 | -4.4 | x
CNc1nc(N2CCc3ccccc32)ncc1F | 3.4 | -1.2 | 0.3 | x | 3.4 | 8 | 0 | x | 5
Cc1ccc(S(=O)(=O)N(C)C)cc1NC(=O)COC(=O)C1(c2ccccc2)CC1 | -1.7 | -0.3 | -1.2 | 1.9 | -2.2 | 5 | 1 | -0.2 | 2
COc1cc2c(C#N)c(N3CCCCC3)nc(N)c2c(N)n1 | 4.7 | 1.7 | -0.2 | x | i | -5 | 4 | -1.6 | 19
COc1ccc(/C=C2/SC(=O)N(CCC(=O)Nc3ccccc3C(=O)O)C2=S)cc1 | u | 0.3 | -1.3 | 1.3 | -12 | 6 | 2 | -2.1 | 19
Cc1cc(C)n(C/C=C/Cn2nc(C)cc2C)n1 | -1.5 | 0.1 | -3.5 | 0.8 | i | 1 | -1 | -0.1 | 0
Cc1cccc(C(=O)OCC(=O)Nc2nccs2)c1 | -0.3 | 0.3 | -4.5 | x | i | 7 | -7 | -0.8 | -8
COc1ccc(N2CCN(C3CC(=O)N(Cc4ccc(N5CCCC5=O)cc4)C3=O)CC2)cc1 (stereo not drawn) | 0.0 | -1.5 | -1.7 | x | i | 11 | -5 | 0.0 | 4
O=c1cc[nH]c2ccc(OC(F)(F)F)cc12 | 1.7 | -0.6 | -0.8 | 3.3 | -0.5 | 4 | 0 | x | 4
Cc1ccc(CC(=O)Nc2ncc([N+](=O)[O-])s2)cc1 | 1.4 | 2.8 | -1.2 | -0.1 | -0.2 | 0 | -7 | -1.3 | 0
O=C(NC(c1ccccc1)c1ccccc1)C1CCCO1 (stereo not drawn) | -1.1 | 0.5 | -2.8 | 2.2 | -0.2 | -9 | 4 | x | -1
COC(=O)C(C)C1Sc2ccccc2NC1=O (stereo not drawn) | -3.9 | 0.3 | 1.2 | x | x | -2 | 1 | -0.7 | 9
COc1cccc(OCC(O)CN2CC(C)CC(C)C2)c1 (stereo not drawn) | -3.3 | -0.1 | -2.7 | x | i | -2 | 1 | -0.7 | -3
CCC1S/C(=C(\C#N)C(=O)NCc2ccco2)N(c2ccc(Br)cc2)C1=O (stereo not drawn) | 3.5 | -0.3 | -1.2 | x | i | -2 | -3 | 6.4 | 5
CC(=O)Nc1ccc(O)cc1[N+](=O)[O-] | 0.8 | -0.2 | -2.9 | -1.4 | -0.5 | 8 | 0 | -1.2 | 14
COc1ccc(NC(=O)CN(C)C(=O)c2cc(-c3ccc(C)o3)nc3ccccc23)cc1 | 0.5 | 1.1 | -2.0 | 0.7 | i | 15 | 71* | x | 6
O=C1N[C@H](Cc2ccccc2)COC(=O)[C@H](Cc2ccc(F)cc2)C/C=C\C[C@H]1CC(=O)N(CCO)Cc1ccccc1 | -0.3 | 1.8 | -3.7 | 1.7 | -0.5 | 30 | 2 | -0.5 | 5
O=C(Cn1c(-c2ccccc2)noc1=O)N1CCC(Cc2ccccc2)CC1 | 2.0 | 1.7 | -1.1 | 1.3 | -0.5 | 10 | 4 | x | -3
COc1ccc(CCN(C)Cc2c(O)ccc3ccccc23)cc1OC | 0.5 | 0.0 | -0.5 | 2.2 | i | 3 | 4 | -0.7 | -1
CC12CN3CCN(CC(C3)/C1=N\NC(=O)c1ccccc1N)C2 | -0.1 | 0.4 | -4.5 | -0.6 | 0.6 | 1 | 1 | x | 5
CC(=O)c1nc(N2C(=O)CC(Cc3ccccc3)C2=O)sc1C (stereo not drawn) | 2.4 | -0.9 | -0.1 | 1.2 | -0.4 | -5 | 3 | 14 | 6
COc1ccccc1-c1nc(SCC(=O)O)n[nH]1 | 0.9 | 0.0 | -0.2 | x | -0.3 | -6 | 0 | -3.0 | 2
O=C(O)/C=C/c1cn(Cc2ccccc2)nc1-c1ccc(Cl)cc1 | 2.5 | 3.8 | 0.0 | -0.2 | i | 0 | -3 | 2.0 | -3
Cn1cc(Br)c(C(=O)NNC(=O)c2ccc(Cl)cc2)n1 | 0.3 | -2.5 | -0.4 | 1.3 | -0.3 | 0 | 0 | x | 1
COc1ccc2[nH]c(N=Nc3ccccc3C)c(O)c2c1 | 0.4 | -0.4 | -0.5 | x | -0.3 | -7 | -5 | x | 13
CC1CCCN(S(=O)(=O)c2ccc(C(=O)Nc3nnc(C4=COCCO4)o3)cc2)C1 (stereo not drawn) | 1.5 | -1.0 | -0.3 | -4.6 | -0.4 | 6 | -1 | -1.8 | 13
O=C(C1CC1)N1CCc2cc(S(=O)(=O)NCCCN3CCCCC3)ccc21 | -1.8 | -1.6 | -2.6 | 0.0 | 0.4 | 0 | 2 | -0.3 | -2

Complete entries, looked up by structure. Screens in order: Mtb UGM inh, PfHsp40 rescue, FadD28 binding, TcdB GH inh, BH1578 lux ind, Yp Topo-I inh, Mtb FBA inh, BioA inh, GDH-TPI counter
CC12CN3CCN(CC(C3)/C1=N\NC(=O)c1ccccc1N)C2 is listed with -0.1, 0.4, -4.5, -0.6, 0.6, 1, 1, x, 5
CNc1nc(N2CCc3ccccc32)ncc1F is listed with 3.4, -1.2, 0.3, x, 3.4, 8, 0, x, 5
Cc1ccc(CC(=O)Nc2ncc([N+](=O)[O-])s2)cc1 is listed with 1.4, 2.8, -1.2, -0.1, -0.2, 0, -7, -1.3, 0

A portion from the list above:
SMILES | Mtb UGM inh | PfHsp40 rescue | FadD28 binding | TcdB GH inh | BH1578 lux ind | Yp Topo-I inh | Mtb FBA inh | BioA inh | GDH-TPI counter
Cn1cc(Br)c(C(=O)NNC(=O)c2ccc(Cl)cc2)n1 | 0.3 | -2.5 | -0.4 | 1.3 | -0.3 | 0 | 0 | x | 1
COc1ccc2[nH]c(N=Nc3ccccc3C)c(O)c2c1 | 0.4 | -0.4 | -0.5 | x | -0.3 | -7 | -5 | x | 13
CC1CCCN(S(=O)(=O)c2ccc(C(=O)Nc3nnc(C4=COCCO4)o3)cc2)C1 (stereo not drawn) | 1.5 | -1.0 | -0.3 | -4.6 | -0.4 | 6 | -1 | -1.8 | 13
O=C(C1CC1)N1CCc2cc(S(=O)(=O)NCCCN3CCCCC3)ccc21 | -1.8 | -1.6 | -2.6 | 0.0 | 0.4 | 0 | 2 | -0.3 | -2
